POLK inh = qHTS for Inhibitors of Polymerase Kappa; purified Pol kappa, fluorescent DNA synthesis assay, 10 min; DNA polymerase kappa (Homo sapiens), Q9UBT6; Potency, µM (titrated, usually from 107 µM), for inactives: at the highest dose activity, negative = inhibition, most hits filed as inhibitors; AID 588579, 2011; 0.53% of 400,000 active; further: on the % scale 0 is the no-effect control and ±100 the full control effect
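10 nM Pol kappa preincubated 15 min at room temperature with compounds, then reaction started with substrate at 50 nM final. Fluorescence read kinetically at 0 and 10 min; buffer-only wells served as negative control.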
BAZ2B inh = qHTS Assay for Inhibitors of BAZ2B; AlphaScreen BAZ2B-H3K14Ac peptide displacement; Potency, µM (top dose mostly 114 µM), inactives show at the highest dose activity change, negative = inhibition, actives largely listed as inhibitors; 4.4% of 360,000 active; AID 504333, 2011; further: on the % scale 0 is the no-effect control and ±100 the full control effect; nearly all actives have a fitted effect of over 60% in size
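In this displacement format the biotinylated H3(5-23) peptide acetylated at Lys14 serves as ligand at 50 nM, with BAZ2B at 50 nM in PBS pH 7.4 containing 0.01% Tween-20. Donor and acceptor beads are 10 ug/mL final.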
Anesthetic bind = qHTS Assay for Identification of Novel General Anesthetics | Potency, µM (top dose mostly 77.5 µM), inactives show top-dose activity change, negative = displacement, hits mostly inhibitors | AID 485281, 2010 | 0.074% of 350,000 active | Ferritin light chain (Equus caballus), P02791 | apoferritin/1-aminoanthracene competitive binding, fluorescence; further: on the % scale 0 is the no-effect control and ±100 the full control effect; nearly all actives have a fitted effect of over 20% in size
Target sequence (P02791 2-175 limits assumed): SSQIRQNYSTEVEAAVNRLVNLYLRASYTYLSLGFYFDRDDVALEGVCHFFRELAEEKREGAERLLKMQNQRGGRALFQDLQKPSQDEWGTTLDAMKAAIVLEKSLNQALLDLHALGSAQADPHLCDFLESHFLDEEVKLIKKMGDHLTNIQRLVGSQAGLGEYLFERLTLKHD
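Concentration-response curves derived by four-parameter Hill fitting of normalized fluorescence, where compounds displaced 1-AMA from 10 uM horse apoferritin following a brief 10 min room-temperature incubation; propofol titration acted as positive control.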
BLM inh = qHTS Assay for Inhibitors of Bloom's syndrome helicase (BLM); RecQ-like DNA helicase BLM (Homo sapiens), P54132; recombinant BLM DNA unwinding, fluorescence dequenching; Potency, µM (highest dose often 56.1 µM), without a hit: at the highest dose activity change, negative = inhibition, usual class: inhibitors; 0.2% of 350,000 active;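 further: plate controls were vehicle for no effect and no enzyme for full effect; nearly all actives have a fitted effect of over 35% in size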
APEX1 inh = qHTS Assay for Inhibitors of the Human Apurinic/apyrimidinic Endonuclease 1 (APE1) | DNA repair nuclease/redox regulator APEX1 (Homo sapiens), P27695 | recombinant APE1, TAMRA/BHQ-2 abasic DNA cleavage fluorescence | Potency, µM (doses to about 65.8 µM), for inactives: top-dose activity change, negative = inhibition, hits mostly inhibitors | 0.35% of 350,000 active | AID 2517, 2012;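 further: plate controls were vehicle for no effect and reference inhibitor for full effect; nearly all actives have a fitted effect of over 55% in size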
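Readout is kinetic fluorescence (ex 525, em 598 nm) from cleavage of 50 nM TAMRA/BHQ-2 THF abasic duplex by 0.75 nM APE1, compound added 15 min beforehand at RT.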
G9a inh = qHTS Assay for Inhibitors of Histone Lysine Methyltransferase G9a; Histone-lysine N-methyltransferase EHMT2 (Homo sapiens), Q96KQ7; G9a H3K9 monomethylation, AlphaScreen, 2 h; Potency, µM (highest dose often 102 µM), without a hit: at the highest dose activity, negative = inhibition, actives largely listed as inhibitors; 8.8% of 350,000 active; AID 504332, 2011; further: on the % scale 0 is the no-effect control and ±100 the full control effect; nearly all actives have a fitted effect of over 75% in size
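Methyltransferase reactions run at room temperature for 2 h (20 nM enzyme, 500 nM biotin-H3K9 peptide, 20 uM SAM) after a 15 min compound preincubation; product detected by AlphaScreen beads and anti-H3K9me1 antibody.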
Pol iota inh = qHTS for Inhibitors of Polymerase Iota; AID 588590, 2011; Potency, µM (series often up to 115 µM), for inactives: top-dose activity, negative = inhibition, hits mostly inhibitors; DNA polymerase iota (Homo sapiens), Q9UNA4; Pol iota fluorescent replication assay, 10 min; 1% of 390,000 active
Target sequence (Q9UNA4 whole entry, looked up): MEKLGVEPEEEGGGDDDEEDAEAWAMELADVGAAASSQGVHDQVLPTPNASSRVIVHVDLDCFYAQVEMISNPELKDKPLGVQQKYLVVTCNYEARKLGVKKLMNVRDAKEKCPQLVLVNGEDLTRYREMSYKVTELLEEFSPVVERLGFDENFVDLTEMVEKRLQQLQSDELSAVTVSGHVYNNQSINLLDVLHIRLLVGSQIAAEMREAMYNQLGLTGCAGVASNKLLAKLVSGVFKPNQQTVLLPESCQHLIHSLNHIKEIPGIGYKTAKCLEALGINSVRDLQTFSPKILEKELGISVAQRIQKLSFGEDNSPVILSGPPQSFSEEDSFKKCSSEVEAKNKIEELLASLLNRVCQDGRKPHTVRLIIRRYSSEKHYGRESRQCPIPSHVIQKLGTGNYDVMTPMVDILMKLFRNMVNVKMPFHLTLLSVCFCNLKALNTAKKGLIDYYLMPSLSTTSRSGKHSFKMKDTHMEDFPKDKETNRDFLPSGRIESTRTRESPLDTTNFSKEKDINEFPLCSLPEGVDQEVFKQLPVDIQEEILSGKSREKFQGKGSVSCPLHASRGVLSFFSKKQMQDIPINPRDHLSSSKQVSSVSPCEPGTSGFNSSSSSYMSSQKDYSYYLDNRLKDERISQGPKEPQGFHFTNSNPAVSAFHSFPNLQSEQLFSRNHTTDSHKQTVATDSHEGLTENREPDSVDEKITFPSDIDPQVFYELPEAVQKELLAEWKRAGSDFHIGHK
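Fluorescent replication assay read twice, at 0 min and 10 min after adding 50 nM (final) substrate. Enzyme (10 nM) and compounds were first incubated 15 min at room temperature; enzyme-free buffer wells were negative controls.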
POLH inh = qHTS for Inhibitors of Polymerase Eta | DNA polymerase eta (Homo sapiens), Q9Y253 | recombinant Pol eta, fluorescent DNA replication assay | Potency, µM (top dose mostly 114 µM), without a hit: top-dose activity change, negative = inhibition, usual class: inhibitors | 1.2% of 390,000 active | AID 588591, 2011; further: on the % scale 0 is the no-effect control and ±100 the full control effect
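Pol eta (10 nM) was preincubated with compounds for 15 min at room temperature, after which fluorescent replication substrate (50 nM final) was added to start the reaction. Fluorescence was read kinetically at 0 and 10 min.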
Pol beta inh = qHTS Assay for Inhibitors of DNA Polymerase Beta. Pol beta primer extension/strand displacement, fluorescence kinetic. 1.3% of 340,000 active. Potency, µM (doses to about 114 µM), for inactives: at the highest dose activity change, negative = inhibition, actives largely listed as inhibitors; further: on the % scale 0 is the no-effect control and ±100 the full control effect
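10 nM enzyme + cpd, 15 min RT; start with substrate 50 nM final; read 0 min and after 10 min RT. Corrected, normalized data; 4-parameter Hill curve fit.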
* = called active by the depositor; ? = inconclusive; / = not tested or not shown; & = joins results of further samples; [ ] = remark or other dose. The call rests on the fitted dose curve; in most records, active means well fitted curve in the direction sought with a large enough effect; inconclusive means small, poorly fitted or top-dose-only effect, or another doubt; inactive means no such curve, though single readings can be large; an effect the other way counts as inactive or inconclusive. Potency means the concentration at half of the fitted maximal effect.

The line under a structure holds: POLK inh, BAZ2B inh, Anesthetic bind, BLM inh, APEX1 inh, G9a inh, Pol iota inh, POLH inh, Pol beta inh
O=C(NCc1cccc(Cl)c1)c1cc2ccc3cccnc3c2[nH]1
  -3%, 9%[57.1 µM], 0%, -1%, /, 5%[59 µM], -18%, -4%, 41%[activator]
CCN1CCN(C(=O)c2ccc(OC)c(S(=O)(=O)Nc3ccc(C)cc3)c2)CC1
  0%, /, -4%, 4%, -2%, -27%, 0%, -7%, -11%
O=C(c1ccco1)N1CCN(C(c2cccs2)c2nnnn2C2CCCCC2)CC1 (stereo unspecified)
  -4%, 1%, -15%, 0%, 2%, -5%, 3%, -6%, 2%
COc1c(/C=N/Nc2ccc([N+](=O)[O-])cc2[N+](=O)[O-])c(C)nn1-c1ccccc1
  1%, -22%, -14%, 0%, -9%, 81%[activator][59 µM], 13%, -8%, 15%
Cc1csc(=Nc2cccnc2)n1Cc1ccco1
  -4%, 45µM*, -11%, -6%, 11%, -38%, -14%, -9%, 10%
O=C(COC(=O)COc1ccccc1)NCCC1=CCCCC1
  -8%, -1%, /, /, 6%, 3%[59 µM], 0%, -5%, /
COc1ccccc1C1NC(=O)NC(C)=C1C(=O)Nc1cccc(C)c1C (stereo unspecified)
  9%, 8%, -8%, 1%, 1%, 23%, 18%, -14%, 1%
Cc1ccc(CNC(=O)CC2C(=O)Nc3c2c(=O)n(C)c(=O)n3Cc2ccccc2)cc1 (stereo unspecified)
  6%, 2%, -9%, 0%, -2%, -42%, 0%, -13%, 6%
CCCc1cc(=O)n2[nH]cc(-c3ccc(Cl)cc3)c2n1
  1%, 1%, -5%, -3%, -20%, /, 120%[activator], -16%, ?
CCCNC(=O)c1onc(CSc2ccccn2)c1C(=O)NCCC
  18%, 10%, 2%, -1%, 16%, 1%[12.7 µM], -10%, -8%, 39%
O=c1nc(N2CCCCC2)nc2n1CCO2
  -10%, 0%, -6%, 2%, -1%, -3%[59 µM], -2%, -8%, 8%
COc1ccc2[nH]c(=O)c(CN(C(=O)c3ccco3)C(C)C)cc2c1
  -20%, -4%, -6%, -5%, -9%, -22%[12.7 µM], 15%, 2%, 1%
COC(=O)c1ccc(COc2ccc(/C=C(\C#N)c3nc4ccccc4[nH]3)cc2OC)o1
  -18%, -37%[57.1 µM], 38%[activator], 14µM*, -6%, 37%[0.501 µM], 24%, ?, 8.9µM*
O=C(N/N=C/c1ccc(N2CCOCC2)cc1)C1COc2ccccc2O1 (stereo unspecified)
  2%, -5%, -5%, -5%, 27%, 8%, -2%, -9%, 1%
Cc1ccc(N2C(=O)SC(Cc3ccccc3)C2=O)cc1 (stereo unspecified)
  -13%, -16%, -20%, -7%, -3%, 8.9µM*, 2%, 1%, 13%
O=C(CCSc1ccccc1Cl)NNC(=O)c1ccncc1
  -7%, -3%, /, /, 0%, 0%, 11%, -7%, /
COC(=O)c1sc2nc(SCc3ccccc3C#N)n(N)c(=O)c2c1C
  -3%, 14%, -15%, -2%, 1%, 2%[59 µM], 20%, -14%, 0%
COc1cccc(NC(=O)C2CC(=O)N(Cc3ccc(C)cc3)C2)c1 (stereo unspecified)
  -7%, -23%, -8%, -2%, 6%, /, -6%, -4%, 13%
Cn1c(C(=O)Nc2ccc3c(c2)OCO3)cc2c(=O)n(C)c3ccccc3c21
  -2%, 10%, 6%, 2%, -6%, ?, -20%, -14%, -1%
COc1ccc(/C=C(\C#N)c2nc3ccccc3n2C)c(OC)c1
  -10%, -17%, -14%, -7%, /, -11%[59 µM], ?, -8%, 20%
CNC(=O)c1cc(Nc2nnc(-c3ccc(O)cc3)c3ccccc23)ccc1OC
  -13%&-4%, -19%&-17%, -9%&30%, -2%&-16%, 4%, 0%, 7%&11%, ?, ?
CCn1c(Cc2ccccc2)nnc1SCc1cccc(C(=O)O)c1
  -3%, 7%, 4%, 1%, 2%, -24%[59 µM], -10%, -18%, 7%
CN1CCN(CC(=O)Nc2ccccc2Oc2ccccc2)CC1
  -6%, 2%, 9%, 3%, 11%, /, 23%, 1%, 27%
O=C(O)c1cccnc1SCc1cn2cc(Br)ccc2n1
  -14%, ?, -3%, 1%, 0%, 50µM*, ?, -4%, 5%
CCOC(=O)N1CCN(C(=O)c2cc(-n3cnnc3)ccc2Cl)CC1
  -9%, -3%, 4%, -1%, -3%, -13%[12.7 µM], 7%, -14%, -1%
O=C(N1CCOCC1)N1CCN(S(=O)(=O)c2ccc(F)cc2)CC1
  -7%, -3%, -4%, -11%, 12%, ?, 8%, 6%, 11%
O=C(Nc1cccn2ncnc12)C(F)(F)F
  1%, -18%, 2%, -2%, 0%, 21%, 4%, 4%, 22%
C/C(=N\Nc1nncc2ccccc12)c1ccc(OCC(=O)N(C)C)cc1
  -14%, ?, -7%, -5%, 50%[activator], 45µM*, 10%, -2%, 9%
COc1ccc([N+](=O)[O-])cc1NC(=O)CSc1nncn1-c1ccccc1
  0%, 11%, 0%, -1%, 2%, ?, 9%, 1%, -5%[57.1 µM]
CCn1c(SCc2ccccc2)nc2c1c(=O)[nH]c(=O)n2C
  1%, 10%, -13%, 2%, 11%, 45µM*, 26%, -10%, 30%
CC(=O)c1ccc(NC(=O)C2CCCN(S(=O)(=O)c3cccc4nonc34)C2)cc1 (stereo unspecified)
  0%, -11%, 7%, -3%, 6%, -15%, 21%, 4%, 42%
CCN1CCOC(=O)C1CC(=O)Nc1ccc(C)c(Cl)c1 (stereo unspecified)
  -10%, -23%, ?, 0%, /, 2µM*, 11%, -24%, 2%
CCN(c1ccccc1)S(=O)(=O)c1nnc(NC(=O)c2cccs2)s1
  -13%, ?, -8%, -8%, /, ?, -7%, 7%, -23%
Nc1ccc(C(=O)N/N=C\C=C\c2ccc([N+](=O)[O-])cc2)cc1
  -12%, -25%, -15%, -10%, -12%, -22%, ?, -11%, ?
CCc1cccc(NC(=O)C(c2ccccc2)N2Cc3ccccc3C2=O)c1 (stereo unspecified)
  -12%, -19%, 1%, -13%, /, -7%[59 µM], -12%, -13%, 6%
CC(C)Cn1c(N)c(C(=O)COC(=O)c2ccncc2)c(=O)n(C)c1=O
  -15%, -8%, -14%, -1%, -1%, 1%[12.7 µM], 11%, 0%, 1%
Cc1cccc(C)c1NC1=NC(C)(C)N=C(N)N1
  -4%, 1%, -7%, -1%, 1%, 0%, ?, 6%, 10%
COc1ccc(S(=O)(=O)N2CCCCCC2)cc1C(=O)N(C)CC(=O)Nc1c(Cl)cccc1Cl
  -9%, 5%, /, /, 10%, 1%, 21%, -20%, /
Cc1c(-n2cc(C(=O)c3ccccc3O)cc(C#N)c2=O)c(=O)n(-c2ccccc2)n1C
  -6%, -1%, 2%, -3%, -4%, ?, 38%[activator], -10%, -16%
CN1C(=O)CSc2ccc(NC(=O)NCc3ccco3)cc21
  -4%, ?, -8%, -6%, 18%, -25%, 2%, 11%, 16%
O=C(O)CN1C(=O)NC2(CCCc3ccccc32)C1=O (stereo unspecified)
  -10%, -24%, 21%, -1%, 56%[activator], ?, -6%, -9%, -7%
CCC(C)(C)NS(=O)(=O)c1cc(-c2cc(C)no2)ccc1C
  -13%, 6%, 4%, -1%, /, 2%[59 µM], 8%, -8%, -16%
COC(=O)c1sc(-c2ccccc2)cc1NC(=O)c1cccc(F)c1
  -3%, 2%, 2%, -2%, /, 9%[59 µM], 19%, -4%, 43%[activator]
Cc1cc(C)n(CC(=O)NCc2cc(-c3nn(C)c(=O)c4ccccc34)ccc2C)n1
  -13%, -3%, -8%, 1%, 1%, -12%[59 µM], -7%, -22%, 20%
O=C(N/N=C/c1cc(Br)c(Br)o1)c1cc2ccccc2o1
  -21%, ?, -11%, -9%, ?, ?, ?, -17%, ?

Only POLK inh and POLH inh, for 4 of the compounds above:
smiles | POLK inh | POLH inh
CN1C(=O)CSc2ccc(NC(=O)NCc3ccco3)cc21 | -4% | 11%
CCN1CCOC(=O)C1CC(=O)Nc1ccc(C)c(Cl)c1 (stereo unspecified) | -10% | -24%
Nc1ccc(C(=O)N/N=C\C=C\c2ccc([N+](=O)[O-])cc2)cc1 | -12% | -11%
COc1ccc(S(=O)(=O)N2CCCCCC2)cc1C(=O)N(C)CC(=O)Nc1c(Cl)cccc1Cl | -9% | -20%

New compounds follow.
The line under a structure holds: POLK inh, BAZ2B inh, Anesthetic bind, BLM inh, APEX1 inh, G9a inh, Pol iota inh, POLH inh, Pol beta inh
COc1ccc2[nH]cc(CCNC(=O)c3cnn(-c4ccc(C)cc4)c3C3CCN(C(=O)OC(C)(C)C)CC3)c2c1
  -17%, -21%[57.1 µM], -1%, -11%, /, -33%[59 µM], -16%, -21%, -19%
Cc1csc(CN(C)C(=O)c2cn(Cc3cccc4ccccc34)nn2)n1
  -25%, -11%, -20%, -4%, 22%, ?, 3%, -18%, 24%
CC(C)Cc1nc(N2CCN(C(=O)c3ccco3)CC2)c(C#N)c2c1CCCC2
  -2%, ?, -5%, -7%, 23%, ?, 14%, -19%, -22%
OCCN(Cc1ccccc1)C(=S)NC1CCCCC1
  -4%, -3%, -9%, -1%, ?, -4%, 6%, -12%, 10%
COc1ccccc1-c1nc2c(c(SCC(=O)Nc3ccccc3F)n1)Cc1c(CO)cnc(C)c1O2
  -10%, -17%, -22%, -14%, /, -43%[59 µM], 4%, -1%, 79µM*
O=C(c1ccccc1)c1c[nH]c2cc3c(cc2c1=O)OCCO3
  -6%, 12%, 5%, 7%, 14%, 6%[59 µM], 4%, -1%, 6%
Cc1onc(-c2c(Cl)cccc2Cl)c1C(=O)N1CCc2ccccc2C1
  -5%, ?, -10%, -6%, 5%, 34%[0.0925 µM], 20%, -15%, -3%

Not all compounds are listed, so the mix of outcomes need not match the whole.
